CTSL1 counter: cathepsin L1 inhibition, PFM18AAP counter-screen | recombinant F. hepatica cathepsin L1, Z-Leu-Arg-MCA fluorescence | AID 1906 | inhibition, % at 5.96 µM | 300,000 tested, 0.49% active;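 active = inhibition above the mean of all tested compounds plus 3 SD, set per screening campaign, cut at about 17% in these data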;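 note: 0% = plate median of test compound wells and 100% = 1 µM Z-Phe-Ala-diazomethylketone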
TPT1 inhibitor: blocks Candida albicans tRNA 2'-phosphotransferase; inhibition, % at 5 µM; 300,000 tested, 0.81% active; AID 1962; recombinant caTPT1, FP RNA substrate dephosphorylation;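 active = inhibition above the mean of all tested compounds plus 3 SD, set per screening campaign, cut at about 24% in these data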;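 note: plate controls were DMSO alone for no effect and ferristatin control at 100 nM for full effect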
PP1 counter: blocks human PP1-alpha phosphatase, a PP5 counter-screen; P62136; purified PP1alpha, OMFP fluorescence; inhibition, % at 6.7 µM; 320,000 tested, 0.9% active; AID 2235;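 active = inhibition above the mean inhibition of all tested compounds plus 3 SD, computed separately for each screening campaign, cut at about 15% in these data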
Target sequence (P62136 whole entry, looked up): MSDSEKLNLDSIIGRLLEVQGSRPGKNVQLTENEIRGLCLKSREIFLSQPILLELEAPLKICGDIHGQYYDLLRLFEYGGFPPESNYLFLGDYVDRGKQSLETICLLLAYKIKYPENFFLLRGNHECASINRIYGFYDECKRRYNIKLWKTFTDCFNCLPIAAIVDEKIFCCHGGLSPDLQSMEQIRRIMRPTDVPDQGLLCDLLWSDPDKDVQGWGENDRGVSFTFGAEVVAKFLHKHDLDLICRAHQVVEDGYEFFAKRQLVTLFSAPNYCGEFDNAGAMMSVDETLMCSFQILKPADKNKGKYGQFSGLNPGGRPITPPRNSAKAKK
ZTA DNA inh: blocks Epstein-Barr virus ZTA, an EBNA-1 counter-screen; ZTA-DNA binding, fluorescence polarization; inhibition, % at 11 µM; 320,000 tested, 0.15% active; P03206; in the data active = inhibition above about 33%
PREPL inhibitor: inhibits the human prolyl oligopeptidase-like enzyme. recombinant PREPL, fluorescence polarization activity-based probe. inhibition, % at 5.96 µM. 320,000 tested, 0.68% active. AID 2751; in the data active = inhibition above about 43%;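 note: 0% = enzyme with DMSO and 100% = wells lacking enzyme; many of its hits are not listed in these tables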
Target sequence (Q4J6C6 whole entry, looked up): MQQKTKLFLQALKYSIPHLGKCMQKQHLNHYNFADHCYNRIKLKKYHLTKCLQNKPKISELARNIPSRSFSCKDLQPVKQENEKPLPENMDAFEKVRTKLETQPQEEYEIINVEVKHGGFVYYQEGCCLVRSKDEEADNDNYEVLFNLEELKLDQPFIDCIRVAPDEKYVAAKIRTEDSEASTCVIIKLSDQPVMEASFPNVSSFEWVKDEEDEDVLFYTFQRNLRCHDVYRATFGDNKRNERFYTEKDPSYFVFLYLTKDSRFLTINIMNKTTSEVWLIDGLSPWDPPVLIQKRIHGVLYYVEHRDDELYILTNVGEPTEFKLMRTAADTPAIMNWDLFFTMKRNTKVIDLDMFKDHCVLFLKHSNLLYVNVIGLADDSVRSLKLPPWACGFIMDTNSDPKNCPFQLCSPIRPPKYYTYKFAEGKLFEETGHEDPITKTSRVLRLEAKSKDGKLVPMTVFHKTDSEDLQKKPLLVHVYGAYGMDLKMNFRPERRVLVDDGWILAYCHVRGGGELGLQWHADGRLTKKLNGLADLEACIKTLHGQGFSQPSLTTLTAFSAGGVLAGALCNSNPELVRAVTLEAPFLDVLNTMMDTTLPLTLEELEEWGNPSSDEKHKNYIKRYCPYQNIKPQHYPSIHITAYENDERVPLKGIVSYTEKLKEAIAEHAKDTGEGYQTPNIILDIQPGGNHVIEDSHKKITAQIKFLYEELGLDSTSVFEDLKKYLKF
Efflux pump mplx: inhibitors of Candida antifungal efflux pumps expressed in yeast; S. cerevisiae Candida pump triplex, Nile Red efflux; inhibition, % at 10 µM; 330,000 tested, 0.44% active; AID 485275;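 active = plate passing quality check with inhibition over a set limit, or well fluorescence over plate mean plus 4 SD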;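 note: Nile Red retained in pooled yeast measured as flow cytometry median fluorescence; 0% = buffer negative control and 100% = Enniatin B positive control; higher means more Nile Red kept so more efflux inhibition; some compounds called inactive have numbers as strong as hits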
PP5 inh: PP5 (human) phosphatase inhibition. purified PP5c, OMFP substrate fluorescence. AID 1987. P53041. inhibition, % at 6.7 µM. 320,000 tested, 0.18% active;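 active = inhibition above the campaign's mean inhibition across all tested compounds plus 3 SD, cut at about 9.5% in these data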;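 note: 0% = DMSO only and 100% = 100 µM cantharidin control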
EBNA-1 inh: blocks EBNA-1 binding to DNA | EBNA-1 DNA binding, fluorescence polarization | inhibition, % at 14.8 µM | 300,000 tested, 0.34% active | AID 1950; in the data active = inhibition above about 28%
core dimer inh: HCV core protein dimerization inhibition; TR-FRET GST/Flag-core106 dimerization, 1536-well; inhibition, % at 5 µM; 300,000 tested, 0.33% active; AID 1899;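 active = inhibition above the mean of all tested compounds plus 3 SD, set per screening campaign, cut at about 45% in these data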
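System – GST-tagged and Flag-tagged HCV core protein residues 1-106 · Repeats – one well for each compound · Technique – TR-FRET 671 and 617 nm emission · Doses – one concentration, 5 µM, in 0.5% DMSO · Times – 4 h, 22.5 °C incubation · Also added – Eu donor and XL665 acceptor anti-tag antibodies · Measure – percent inhibition of core106 dimerization signal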
Active calls of the source: *; · = no result given. This is a subset; the hit share may differ from the screen's.

SMILES	CTSL1 counter	TPT1 inhibitor	PP1 counter	ZTA DNA inh	PREPL inhibitor	Efflux pump mplx	PP5 inh	EBNA-1 inh	core dimer inh
CC1=C(C)C(C)=C(C#N)C(=C(C#N)C#N)N1	-1	-1	-5	-1	0	0.0	-1.0	7	0
Cc1ccc(CNC(=O)Nc2cccs2)cc1	2	2	-4	-2	24	0.0	3.2	3	0
O=C(O)c1ccc(N2CCCS2(=O)=O)cc1	2	1	1	-1	12	-0.5	2.5	0	-26
COc1ccc(C(=O)NN(C)c2nc(C(F)(F)F)nc3ccccc23)cc1	-2	-3	1	2	-6	-0.1	5.4	-6	1
O=C(NN=C1CCCC1)NC1CCCCC1	-8	-1	2	-12	-2	0.8	3.0	-8	-3
CCOC(=O)NC(=O)C(=CNc1ccccc1C)C(=O)NC(=O)OCC	-2	-3	-3	-4	3	0.0	0.7	12	5
COCCCNC(=S)N(CCCN(C)C)Cc1cc2cc3c(cc2[nH]c1=O)OCCO3	2	2	-4	1	6	0.0	1.0	-2	-5
Cc1ccnc(NC(=O)c2ccccc2NC(=O)c2ccccc2)c1	0	-4	4	6	-6	0.4	1.5	3	-20
O=c1c2c([nH]c3ccccc13)CCCCC2	9	2	4	-24	10	0.0	-2.5	-2	3
CCCCC(=O)Nc1cc(Cl)ccc1C(=O)O	-5	0	-5	14	6	0.0	-1.8	-5	3
Brc1ccc(CSc2ncn[nH]2)cc1	-3	2	-4	5	-4	0.1	2.6	-8	-4
O=c1c2ccccc2[nH]c2ccccc12	-1	-2	-7	2	1	0.1	5.3	-7	-7
O=C(Nc1ccc(F)cc1)c1nc[nH]c1C(=O)Nc1ccccc1[N+](=O)[O-]	1	5	-3	9	8	0.2	2.3	-2	-1
CCOc1ccc(Br)cc1S(=O)(=O)NCc1ccncc1	-3	-1	3	1	20	0.3	2.6	-15	1
C/C(=N\NC(=O)NC1CCCCC1)c1ccco1	6	-4	-2	2	5	-0.3	-0.3	12	1
O=C(c1ccc(COc2ccc(Br)cc2)o1)N1N=C(C(F)F)CC1(O)C(F)F (centres undefined)	-1	-2	3	-6	2	-0.1	5.0	8	5
O=C(C1CC(=O)N(c2ccc3c(c2)OCCO3)C1)N1CCN(Cc2ccccc2F)CC1 (centres undefined)	·	·	0	-7	15	-0.1	-0.1	·	·
CN(C)S(=O)(=O)c1cccc(NC(=O)COC(=O)C2CCN(C(=O)c3ccc(F)cc3)CC2)c1	·	·	0	6	11	0.2	2.9	·	·
O=C1NC(Cc2ccccc2)c2nc3cc(F)ccc3c(=O)n2-c2cc(Cl)ccc21 (centres undefined)	·	·	0	-3	10	-0.1	-1.2	·	·
Cc1cc(=O)[nH]c2c(C)c(Cl)ccc12	-1	-3	-3	2	4	-0.2	-1.7	20	-3

No new results follow: 11 of the compounds above.
SMILES	CTSL1 counter	TPT1 inhibitor	PP1 counter	ZTA DNA inh	PREPL inhibitor	Efflux pump mplx	PP5 inh	EBNA-1 inh	core dimer inh
CC1=C(C)C(C)=C(C#N)C(=C(C#N)C#N)N1	-1	-1	-5	-1	0	0.0	-1.0	7	0
Cc1ccc(CNC(=O)Nc2cccs2)cc1	2	2	-4	-2	24	0.0	3.2	3	0
O=C(O)c1ccc(N2CCCS2(=O)=O)cc1	2	1	1	-1	12	-0.5	2.5	0	-26
COc1ccc(C(=O)NN(C)c2nc(C(F)(F)F)nc3ccccc23)cc1	-2	-3	1	2	-6	-0.1	5.4	-6	1
O=C(NN=C1CCCC1)NC1CCCCC1	-8	-1	2	-12	-2	0.8	3.0	-8	-3
CCOC(=O)NC(=O)C(=CNc1ccccc1C)C(=O)NC(=O)OCC	-2	-3	-3	-4	3	0.0	0.7	12	5
COCCCNC(=S)N(CCCN(C)C)Cc1cc2cc3c(cc2[nH]c1=O)OCCO3	2	2	-4	1	6	0.0	1.0	-2	-5
Cc1ccnc(NC(=O)c2ccccc2NC(=O)c2ccccc2)c1	0	-4	4	6	-6	0.4	1.5	3	-20
O=c1c2c([nH]c3ccccc13)CCCCC2	9	2	4	-24	10	0.0	-2.5	-2	3
CCCCC(=O)Nc1cc(Cl)ccc1C(=O)O	-5	0	-5	14	6	0.0	-1.8	-5	3
Brc1ccc(CSc2ncn[nH]2)cc1	-3	2	-4	5	-4	0.1	2.6	-8	-4

The list goes on.
SMILES	CTSL1 counter	TPT1 inhibitor	PP1 counter	ZTA DNA inh	PREPL inhibitor	Efflux pump mplx	PP5 inh	EBNA-1 inh	core dimer inh
O=C(COc1ccc(Cl)cc1)N1CCN(S(=O)(=O)c2ccccc2)CC1	-3	-2	6	-3	34	0.1	1.0	-14	4
CCN(CC)CCCOC(=O)c1ccc(OC)cc1O	-2	-1	-2	-2	4	0.0	0.8	-10	1
Cc1ccc(S(=O)(=O)C2(C(=O)Nc3ccc(F)cc3)CC2)cc1	2	7	1	14	14	-0.1	1.5	-12	-2
CCOC(=O)c1ccc(NC(=O)c2nc[nH]c2C(=O)N(C)Cc2ccccc2)cc1	2	-5	1	-18	-4	-0.1	2.4	2	-13
Cc1nn(CCCC(=O)Nc2sc3c(c2C#N)CCC3)c(C)c1[N+](=O)[O-]	4	-1	-2	-8	1	-0.1	1.1	-7	-3
O=C(Nc1ccccc1F)c1ccc([N+](=O)[O-])s1	-4	4	1	3	0	0.3	-0.3	7	-3
CC(C)CNC(=O)CN(C1CCCCC1)S(C)(=O)=O	3	0	-2	-10	12	-0.1	-0.7	10	4
COc1ccc(S(=O)(=O)N(C)CC(=O)Nc2ccccc2C(F)(F)F)cc1	1	0	0	-1	6	0.1	0.2	-4	-3
COC(=O)c1ccc(C2C(C(=O)c3cc4ccccc4o3)=C(O)C(=O)N2CCN2CCOCC2)cc1 (centres undefined)	5	3	2	32	41	-0.1	-0.4	8	10
Cc1cc(Cl)ccc1OCC(=O)NCCOc1nc(N2CCCCC2)nc(N2CCOCC2)n1	0	1	-2	6	10	0.3	2.2	-8	-2
O=C(Nc1ccccc1NC(=O)c1ccco1)c1ccco1	-5	-1	-2	0	9	0.0	1.4	-8	1
Cc1occc1C(=O)NNS(=O)(=O)c1ccc([N+](=O)[O-])cc1	-3	-1	2	0	-6	-0.1	2.4	8	-2
O=C1C2=C(Nc3ccccc3SC2c2ccco2)c2ccccc21 (centres undefined)	3	0	4	-17	8	0.0	7.2	1	9
CCCNc1nc(-c2cc(C(=O)Nc3ccccc3)on2)cc(C(C)C)n1	-1	-2	2	-3	7	0.2	5.5	-19	-4
O=S(=O)(c1ccccc1)N1CCN(c2nc(-c3cccs3)nc3ccccc23)CC1	1	-2	0	1	-9	4.9	0.8	8	0
N#CC1(NC(=O)COc2cccnc2[N+](=O)[O-])CCCCC1	·	·	-5	11	0	0.0	-1.5	·	·
N#CCSc1nnc(-c2sc3ccccc3c2Cl)o1	1	1	2	8	-1	0.4	2.5	-12	-18
COc1cc2ccc(=O)oc2c(O)c1OCC=C(C)C	-2	-1	2	-3	4	-0.1	1.9	-1	-8
Oc1ccc(-c2nc3ccccn3c2NCc2ccc3c(c2)OCO3)cc1	2	1	2	-3	2	0.0	0.5	-2	-17
CCN(CC)S(=O)(=O)c1cccc(C(=O)N/N=C/c2ccccc2OCC(=O)O)c1	-1	-3	2	16	-2	-0.1	2.5	5	11
COc1ccc(/C=C(/NC(=O)c2ccco2)C(=O)N2CCCCC2)cc1	-12	-5	-1	-6	-1	0.0	0.9	10	0
C[C@@H]1CC[C@@]23COC(=O)C2=CCC[C@@H]3[C@@]1(C)CC/C(=C/CO)CO	-1	-1	-2	-5	5	0.3	2.7	-5	-8
CCOC(=O)C1CCN(C(=O)Nc2ccc3nccnc3c2)CC1	-2	-7	-3	-11	-18	-0.1	0.4	3	-4
CC1CCCC(NC(=O)CCCn2ncn3c(cc4occc43)c2=O)C1C (centres undefined)	-2	2	-1	20	2	-0.1	0.2	1	5
CCCCNc1c(-c2cccc(SC3CCCCC3)c2)nc2ccc(Cl)cn12	5	-6	3	-8	1	0.4	-0.5	5	5
O=C(c1ccc(COCC(F)(F)F)cc1)N1CCN(c2ccccn2)CC1	3	2	-4	-8	1	-0.1	0.0	5	2
COc1cccc2oc3cc(C#CC4(O)CCCCC4)ccc3c(=O)c12	-1	2	-4	7	-42	0.0	-0.9	4	5
Cc1cccc(C)c1OCc1nnc(SCC(=O)NCc2ccccc2)o1	21*	1	0	5	-18	-0.1	0.5	7	2
Cc1cc(-c2nnnn2-c2ccc(F)cc2)no1	3	-5	-7	-16	-3	0.0	3.1	-7	4
COc1ccc(C(=O)Nc2c(N)nc(SCC(=O)NCC3CCCO3)[nH]c2=O)cc1 (centres undefined)	-3	0	-6	0	19	0.2	-5.2	1	7
O=C(NC(c1cccnc1)C(F)(F)F)c1cc(COc2ccc3c(c2)CCCC3)on1 (centres undefined)	2	-2	-2	13	-46	-0.7	1.6	11	4
CCN1C2OC3OC4C(OC3OC2N(CC)S1(=O)=O)N(CC)S(=O)(=O)N4CC (centres undefined)	0	2	5	15	3	0.2	-0.2	-9	0
CCCCN=C(C)c1c(O)c2ccccc2oc1=O	3	-5	-1	10	4	0.0	0.6	8	3
O=C(NCCc1csc(-c2cccnc2)n1)c1cccc2ccccc12	-1	-3	-1	-7	23	-0.2	0.8	0	10
CCNC(=S)NNC(=O)c1cc(-c2cccc(OC)c2)nc2ccccc12	0	-1	5	-17	14	-0.5	6.9	10	-1
NC(=O)c1nn(-c2ccccc2)nc1NC(=O)CN1CCCCC1	-9	3	47*	8	6	0.3	4.3	-12	5
Cc1ccccc1-n1c(C)nnc1SCC(=O)NCC1CCCO1 (centres undefined)	3	-3	-5	-13	19	-0.2	-0.7	4	-3
COc1ccc(OC)c(-c2cc(C3CCN(c4ncccc4[N+](=O)[O-])CC3)[nH]n2)c1	1	-1	-2	-5	-3	-0.1	5.0	-3	-1
CCOC(=O)CN(C(=O)COc1nc(C)cc(C)c1C#N)c1ccc(F)cc1	2	-2	3	5	6	0.1	-0.8	5	1
Cc1ccc(CC(=O)NC(C)CCc2ccccc2)cc1 (centres undefined)	0	-4	-1	-15	-29	-0.1	0.9	-10	-3
CCOC(=O)C(C)Oc1cccc2c(=O)n(CC(=O)N3CCCc4ccccc43)ccc12 (centres undefined)	-1	-3	-4	5	-3	0.1	2.9	-5	4
CC(C)c1ccc(C(=O)Nc2cccnc2)cc1	-3	0	-2	-3	7	0.1	0.1	11	3
O=C(NCCNC(=O)c1ccccn1)c1ccc(F)cc1	11	-3	-9	-13	4	-0.2	-0.7	-4	-9
O=C(NCc1ccco1)c1ccccc1F	4	3	1	-9	4	0.0	3.1	18	-4
O=C(NCc1nc(-c2ccc(C(F)(F)F)cc2)no1)c1cccs1	3	-3	0	7	-5	0.0	5.0	3	9
Cc1ccc(C(=O)Nc2cc(C(C)C)c(O)c(C(C)C)c2)cc1	-2	1	4	2	2	-0.1	1.3	8	3

Screens (PubChem)
